Source: PubChem BioAssay
GPR55 activation = GPR55 agonists via beta-arrestin recruitment, primary screen, imaging, U2OS cells, beta-arrestin-GFP redistribution (AID 1961); activation, % at 10 µM; hits with a dose series show EC50 in µM; U2OS GPR55 beta-arrestin-GFP redistribution imaging; higher % means a stronger effect; 290,000 compounds, 0.048% hits;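 active = activation above 40% with more than 50 cells counted in the well; inconclusive = wells holding fewer than 50 cells, flagged as toxic or sparse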;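 note: U2OS osteosarcoma cells stably expressing GPR55 and beta-arrestin-GFP; plate controls were DMSO negative control for no effect and LPI positive control for full effect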
KOR beta-arrestin-1 = KOR antagonists, beta-arrestin recruitment, cell-based, luminescence, uHTS (AID 1778) | KOR beta-arrestin recruitment, luminescence, antagonist mode; higher % means a stronger effect | inhibition, % at 10 µM, or IC50 in µM where a hit was titrated | 290,000 compounds, 0.091% hits; in the data active = inhibition above about 50%; note: strong numbers were not always called active
UTI89 phage lysis = inhibition of K1F phage lysis, E. coli UTI89, bacterial capsule biogenesis inhibitors, alamar blue (AID 488966); inhibition, % at 100 µM; hits with a dose series show IC50 in µM; 340,000 compounds, 0.02% hits; E. coli UTI89 K1F phage lysis, alamar blue, 2 h; higher % means a stronger effect;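 active = phage lysis inhibition, versus mean bacterial control, above a set limit; inconclusive = no clear call, values can overlap the other calls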;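 note: capsule biogenesis inhibitors block K1F phage lysis so surviving cells raise fluorescence; higher fluorescence means more inhibition of phage lysis; actives were called in the ten point dose series up to 300 µM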
GPR55 antagonists = inhibition of LPI-stimulated GPR55 beta-arrestin translocation – imaging, U2OS, beta-arrestin-GFP, LPI agonist, primary screen (AID 2013). U2OS GPR55 beta-arrestin-GFP translocation imaging, LPI antagonism; higher % means a stronger effect. 290,000 compounds, 0.13% hits. inhibition, % at 10 µM; hits with a dose series show IC50 in µM;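 active = spots per cell inhibited over 60%, with over 100 cells counted and total cytoplasm intensity under 500,000; inconclusive = wells with under 100 cells, flagged as likely toxic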;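 note: U2OS cells stably carrying GPR55 and arrestin-GFP stimulated by 5 µM LPI near EC80; imaged beta-arrestin-GFP aggregate spots per cell after agonist stimulation; plate controls were LPI-stimulated DMSO wells for no effect and DMSO wells without LPI for full effect; some results filed as inactive read as strong as hits; confirmed hits need IC50 under 10 µM and bright autofluorescent wells are also inconclusive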
KOR beta-arrestin-2 = KOR agonists, beta-arrestin recruitment, primary screen, cell-based, luminescence, uHTS (AID 1777) | one-dose activation, % at 10 µM; EC50 in µM for titrated hits | 280,000 compounds, 0.02% hits | KOR beta-arrestin recruitment, luminescence; higher % means a stronger effect; in the data active = activation above about 50%, passing the limit was not always enough; note: a part of the inactive calls stands beside numbers as strong as those of hits
NTR1 agonist = NTR1-driven beta-arrestin-GFP spot formation – imaging, U2OS cells, high content, primary screen (AID 493036); agonist mode; activation, % at 20 µM; 330,000 compounds, 0.17% hits;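 active = activation at or above 40% of the spot to cytoplasm intensity ratio, with at least 20 cells analyzed; inconclusive = wells under 20 cells, flagged as cytotoxic or low count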;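 note: 0% = DMSO without peptide and 100% = 100 nM NTR1 peptide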
Target sequence (P30989 whole entry, looked up): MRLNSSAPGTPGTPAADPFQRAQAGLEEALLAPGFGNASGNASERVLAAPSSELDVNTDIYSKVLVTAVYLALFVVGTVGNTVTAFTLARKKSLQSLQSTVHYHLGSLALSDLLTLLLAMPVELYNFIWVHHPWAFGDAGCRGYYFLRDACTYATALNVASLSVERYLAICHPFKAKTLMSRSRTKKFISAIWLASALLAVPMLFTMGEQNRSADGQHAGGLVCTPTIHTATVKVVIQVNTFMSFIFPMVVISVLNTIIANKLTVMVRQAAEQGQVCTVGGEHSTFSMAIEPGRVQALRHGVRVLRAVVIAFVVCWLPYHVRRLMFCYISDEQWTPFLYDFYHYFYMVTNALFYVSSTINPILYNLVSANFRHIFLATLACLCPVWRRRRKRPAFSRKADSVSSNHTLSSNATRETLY
GPR35 arrestin U2OS = GPR35 antagonists blocking zaprinast-driven arrestin recruitment, primary screen, imaging, U2OS, beta-arrestin-GFP, zaprinast agonist (AID 2058); U2OS GPR35 beta-arrestin-GFP translocation imaging, zaprinast antagonism; higher % means a stronger effect; inhibition, % at 10 µM, or IC50 in µM where a hit was titrated; 290,000 compounds, 0.052% hits;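 active = inhibition of at least 50% with at least 30 cells and total cytoplasm GFP at most 10,000,000; inconclusive = under 30 cells or total GFP of 10,000,000 plus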
NOD1 NF-kB reporter = inhibition of NOD1-driven NF-kB reporter – cell-based, luminescence, uHTS, primary screen (AID 1578); NOD1-driven NF-kB luciferase reporter cells, luminescence; higher % means a stronger effect; one-dose inhibition, % at 4 µM; EC50 in µM for titrated hits; 290,000 compounds, 1% hits; in the data active = inhibition mostly above about 36%, no sharp cut-off; inactive = mostly below about 34%;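 note: HEK-293T reporter cells stimulated with the NOD1 agonist gamma-tri-DAP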
Rac1 GTP hydrolysis = MgcRacGAP GTPase-activating activity inhibitors, confirmation, biochemical, ADP Hunter fluorescence | MgcRacGAP-stimulated Rac1 GTP hydrolysis, ADP Hunter fluorescence; higher % means a stronger effect; GST-tagged Rac1 F28L mutant substrate | one-dose inhibition, % at 30 µM; IC50 in µM for titrated hits | 340,000 compounds, 0.6% hits | AID 624330;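 active = first-screen hits whose inhibition reached a set limit at any dose in the follow-up dose series; inconclusive = inhibition above the set first-screen limit but never retested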;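 note: fluorescence reports GDP produced by GAP-driven GTP hydrolysis; strong numbers were not always called active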
NTR1 agonist cell count 20 µM = further read-out of NTR1 agonist, marked with its call; cell count; measured here: cell count, cytotoxicity flag
Active calls of the source: *; ? = inconclusive; . = not tested or not shown; [ ] = remark or other dose.

Each structure is followed by: GPR55 activation, KOR beta-arrestin-1, UTI89 phage lysis, GPR55 antagonists, KOR beta-arrestin-2, NTR1 agonist, NTR1 agonist cell count 20 µM, GPR35 arrestin U2OS, NOD1 NF-kB reporter, Rac1 GTP hydrolysis
COc1cc(NC(=O)c2cccc(Br)c2)nc(OC)n1
  0.2%, 13.3%, -1.1%, -2.3%, ., -0.4, 59, 11.3%, -28.8%, 3.6%
Cn1c2ccccc2c2c(C(=O)N3CCN(C(=O)c4ccco4)CC3)cn(C3CCCCC3)c(=O)c21
  -0.1%, 29.5%, 0.8%, 6.5%, -10.5%, 1.0, 88, 0.9%, 4.2%, 2.4%
CCOc1cccc(-c2nnc3n2N=C(c2cc(OC)ccc2OC)CS3)c1
  100.3%*, 4.6%, 0.2%, 3.6%, -3.5%, 2.6, 75, 12.1%, 20.5%, 10.7%
COC(=O)c1cc(S(=O)(=O)N2CCN(Cc3ccccc3)CC2)cn1C
  -0.1%, 8.4%[20 µM], 12.7%, -15.9%, -2.0%, 4.3, 46, -5.1%, 2.1%, 3.8%
c1nc(N2CCCC2)c2[nH]cnc2n1
  0.4%, 38.0%, -0.1%, -4.9%, 7.1%, 0.5, 88, -8.0%, -22.8%, 12.6%
CCOc1cc(NS(=O)(=O)c2ccc(OC)cc2)c(OCC)cc1NC(=O)c1ccco1
  0.5%, 6.6%, -0.7%, -1.5%, 1.2%, 1.4, 91, -12.5%, -18.9%, -6.1%
CCCn1c(=N)n(CC(=O)C(C)(C)C)c2ccccc21
  0.2%, -15.9%, 1.2%, -6.5%, 21.6%, 3.0, 53, -2.7%, -24.6%, 13.6%
CC1CCN(S(=O)(=O)c2ccc(C(=O)NCc3ccco3)cc2)CC1
  -0.2%, 18.3%, 0.1%, 7.6%, -0.2%, 1.6, 71, 3.6%, -26.8%, -2.1%
Nc1n[nH]c(S(=O)(=O)CCCc2ccccc2)n1
  0.2%, 7.3%, 0.3%, 6.2%, -1.3%, -1.1, 54, 3.6%, -3.4%, 8.8%
CNC(=S)NC1CC2CCCC(C1)N2Cc1ccco1 (stereo not drawn)
  -0.2%, -4.1%, -0.2%, 4.8%, -0.7%, 0.4, 53, 6.5%, 13.1%, 4.5%
O=C(NCCCN1CCOCC1)c1ccc2c(c1)N(Cc1ccc(F)cc1)CCS2
  0.9%, 20.6%, 0.2%, -14.0%, -4.9%, -0.5, 46, 7.5%, -5.3%, -21.7%
O=C(CCc1nnc2ccc(NCc3ccco3)nn12)N1CCN(c2ccccc2)CC1
  0.0%, -9.3%, 0.0%, 12.9%, 0.8%, 0.4, 68, -7.3%, -12.6%, -0.6%
Cc1ccc(C(=O)COC(=O)c2cc(=O)[nH]c3ccccc23)cc1
  -0.6%, -14.2%, -0.3%, -24.1%, -0.5%, 1.0, 45, -7.9%, -44.9%, 4.2%
O=C(NC1CC2CCC(C1)N2Cc1ccccc1)c1ccccc1Br (stereo not drawn)
  0.3%, 6.0%, 0.2%, 0.4%, -2.3%, -0.2, 73, 1.6%, 10.0%, 8.1%
CCCc1cc(-c2nc(N)ncc2-c2ccc3c(c2)OCCCO3)c(O)cc1OC
  -0.5%, 5.4%, -1.1%, 21.7%, 3.0%, 49.3*, 34*, -7.9%, ., 6.8%
Cc1ncc([N+](=O)[O-])n1CC(=O)N/N=C/c1ccc(F)cc1
  -0.2%, -4.8%, 0.1%, 6.9%, 0.6%, -0.9, 43, -5.2%, -21.1%, 4.8%
COc1ccc(N2C(=O)c3ccccc3NC23C(=O)N(C)c2ccccc23)cc1 (stereo not drawn)
  0.0%, -11.0%, 1.2%, 9.9%, -0.3%, 0.5, 75, 4.0%, 1.0%, 8.8%
CC(=O)c1sc(NC(=O)c2ccccc2)nc1-c1ccccc1
  1.0%, -16.1%, 0.3%, -7.7%, 2.5%, -0.1, 50, 3.0%, -36.6%, 7.3%
CCc1cccc(C)c1NC(=S)N(CCOC)C(C)c1ccco1 (stereo not drawn)
  0.0%, 20.5%, 0.1%, 0.9%, -2.0%, -0.3, 52, -4.7%, -2.5%, 2.8%
CCOc1ccc(NC(=O)CCCCn2c(=O)[nH]c3ccsc3c2=O)cc1
  0.0%, 1.5%, 0.2%, 2.9%, 8.8%, -0.6, 56, -8.9%, -34.6%, 7.2%
O=C(C1=C[C@@H](c2csc3ccccc23)C[C@@H](OCc2ccc(CO)cc2)O1)N1CCN(Cc2ccc3c(c2)OCO3)CC1
  0.2%, -13.6%, -1.0%, -2.9%, 0.5%, 3.6, 46, -12.1%, 15.2%, 5.7%
O=C(O)c1ccc2c(c1)C(=O)N(CCc1c[nH]c3ccccc13)C2=O
  0.0%, -0.1%, 0.8%[50 µM], 1.8%, -5.2%, -1.7, 75, -11.6%, -11.1%, 12.3%
O=C(CN(CC1CCCO1)C(=O)CNS(=O)(=O)c1ccc(F)cc1)NCCc1ccccc1 (stereo not drawn)
  0.5%, 6.9%, 0.4%, -7.6%, -2.3%, 0.8, 61, -5.7%, -23.7%, 6.1%
O=C(NCc1n[nH]c(=S)n1-c1ccc(F)cc1)c1ccco1
  -0.2%, 0.5%, 3.3%, 5.4%, 2.8%, -0.4, 52, 10.7%, 0.9%, 3.8%
COc1ccc(C(=O)N/N=C/c2sc3ccccc3c2O)cc1
  0.1%, 2.9%, -0.4%[50 µM], -14.7%, 4.5%, ., ., -13.0%, -24.3%, ?
O=C(CN1C(=O)NC2(CCCCCCC2)C1=O)N1CCc2ccccc2C1
  -0.1%, 10.8%, -0.1%, 30.3%, -2.5%, -0.6, 58, 3.2%, -22.3%, 3.1%
COc1cccc(N2C(=O)CC(NNc3nc4ccccc4s3)C2=O)c1 (stereo not drawn)
  -0.1%, 7.9%, -0.4%, -5.1%, -0.3%, 0.1, 56, 11.3%, 8.7%, 7.6%
Cc1ccc(C2C3=C(CC(C)(C)CC3=O)N(CCN3CCOCC3)C3=C2C(=O)CC(C)(C)C3)cc1
  -0.1%, -32.3%, 0.8%, 5.3%, 3.7%, 4.1, 58, 1.4%, -11.1%, 4.9%
Cc1ccc(N(CC(=O)NCc2cccs2)S(=O)(=O)c2cccs2)cc1
  -0.1%, 10.0%, 0.2%, -0.3%, -5.1%, 0.0, 45, 2.5%, 2.5%, -2.3%
C=CCn1c(=N)c(C(=O)NCCCOC)cc2c(=O)n3ccccc3nc21
  -0.1%, -0.1%, 2.5%, 29.3%, -0.9%, -1.1, 69, 8.2%, -13.9%, 10.4%
O=C(CCc1ccc(S(=O)(=O)N2CCCCC2)cc1)c1nnc(-c2ccccc2)o1
  -0.1%, -31.9%, 0.4%, -3.6%, 4.2%, 0.6, 45, -6.8%, -41.0%, 9.5%
O=C(Nc1nnc(SCc2c(Cl)cccc2Cl)s1)c1ccc2ncsc2c1
  -0.2%, -62.0%, ., -10.9%, 6.7%, 4.4, 44, 2.9%, -80.0%, .
COc1ccc(-c2nc(CSCC(=O)NC3CCCC3)c(C)o2)cc1OC
  -0.2%, -28.6%, 0.0%, -14.2%, 10.9%, 4.9, 53, -8.3%, 11.3%, -12.9%
COC(=O)N/N=C/c1cc(Cl)c(OCc2ccccc2F)c(OC)c1
  -0.3%, 18.4%, 0.9%, 1.9%, 4.5%, 1.2, 50, 9.4%, -4.4%, 3.4%
CC(NC(=O)c1ccc(Cl)cc1)c1nnc(SCC(=O)NC2=NCCS2)n1C (stereo not drawn)
  0.0%, -3.2%, 0.3%, -7.8%, -1.6%, -1.5, 35, 1.3%, 2.7%, 3.5%
Cc1cccc(C)c1OCc1cc(C(=O)N2CC3C[C@@H]4CC2C[C@H](C3)C4)no1
  0.3%, -4.6%, -0.2%, 12.4%, 2.6%, 16.3, 55, 4.0%, -63.3%, 2.1%
O=C(NCc1cccnc1)C(=O)c1c[nH]c2ccccc12
  -0.1%, -21.6%[20 µM], -0.5%, -0.6%, -3.0%, -2.1, 62, -1.2%, -32.1%, 23.2%
O=C(NCCCN1CCOCC1)c1ccc2c(c1)N(Cc1ccccc1)CCS2
  0.6%, 14.1%, 0.3%, -7.4%, 4.6%, 0.6, 42, 3.9%, -14.5%, 12.2%
CCNC(=S)Nc1cc(C(=O)N2CCCC2)ccc1N1CCCC1
  -0.2%, 16.9%, 0.3%, 1.8%, 3.0%, -0.5, 53, -1.8%, -37.6%, 7.7%
COc1ccc(OC)c(C2CC(=O)N3CN(c4ccccc4F)CSC3=C2C#N)c1 (stereo not drawn)
  0.2%, 0.1%, -3.9%, -9.7%, -8.4%, 3.0, 51, -2.9%, -1.4%, 7.4%
O=C(Cc1ccccc1)Nc1ccccc1Oc1ccccc1
  0.1%, ., 7.2%, 4.7%, 0.5%, -1.0, 53, -6.7%, -24.7%, 5.7%
O=c1n(Cc2ccc(Cl)cc2)c2sc3c(c2c2ncnn12)CCCC3
  0.0%, 12.6%, 1.6%, 6.9%, -2.4%, 11.6, 37, 18.3%, 16.5%, 6.0%
Cc1cccc(C)c1NC(=O)Cn1c(=O)c2cccn2c2ccccc21
  -0.2%, -33.8%, -0.1%, 3.5%, -2.2%, -1.0, 60, 2.5%, -5.2%, 17.1%
Nc1nnc(-c2cccc(F)c2)s1
  -0.1%, 6.7%, 1.9%, -7.2%, 1.7%, 0.8, 50, 1.1%, -5.6%, 9.0%
Cc1cccc(CN2CCC(CNC(=O)CSc3cc(=O)n(C)c4cc(Cl)ccc34)CC2)c1
  -1.9%, -4.6%, 0.3%, 6.4%, 3.6%, 3.3, 59, 6.4%, -8.9%, 11.3%
COC(=O)C1=C(C)NC(=O)/C1=C\c1cc(C)n(-c2cc(C)cc(C)c2)c1C
  -0.1%, -3.4%, 0.2%, 19.6%, -3.4%, 2.2, 26, -10.2%, 6.4%, 11.7%
COc1ccc(N=C2SC(C(N)=O)CC(=O)N2Cc2ccc3c(c2)OCO3)cc1 (stereo not drawn)
  -0.1%, 6.1%, -2.3%, -11.6%, -0.1%, 0.6, 62, 11.2%, -14.6%, -15.0%
O=C(Nc1cccc(Cl)c1Cl)c1ccc(-c2ccccc2)cc1
  0.0%, 19.6%, 1.6%, -7.7%, -2.5%, 4.3, 50, 19.6%, -57.9%, 9.9%

An excerpt; the hit share may differ from the screen's.
